Screening results as filed in PubChem BioAssay.
BaF3 parental: counter-screen for JAK2V617F inhibitors: parental Ba/F3 viability inhibitors; CellTiter-Glo ATP luminescence; inhibition, % at 5.6 µM; hit rate 1.1% among 220,000;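 active means inhibition above a per-campaign cutoff, the mean inhibition of all tested compounds plus 3 SD, cut at about 27% in these data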;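 further: 0% = DMSO wells and 100% = JAK Inhibitor I control wells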
Ba/F3 V617F tox: lowers viability of Ba/F3 cells expressing EpoR and JAK2V617F | AID 1446 | ATP luminescence | hit rate 1.1% among 220,000 | inhibition, % at 5.6 µM;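 active means inhibition above the campaign mean plus 3 SD over all tested compounds, cut at about 24% in these data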;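 further: cytokine-independent growth of Ba/F3 cells driven by EpoR plus mutant JAK2; 0% = DMSO-treated cells and 100% = JAK inhibitor I control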
zfTRPN1 agonist: activates the zebrafish TRPN1 channel. HEK293 zebrafish TRPN1-YFP, Fluo-8 calcium fluorescence; 100% = response to 87 µM carbachol. activation, % at 3 µM. hit rate 0.18% among 220,000. AID 1424;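 active means activation above its plate's cutoff, the mean activation of test wells on that plate plus 3 SD, cut at about 19% in these data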;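 further: 0% = DMSO alone and 100% = 87 µM carbachol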
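Material: zebrafish TRPN1-YFP in HEK293 cells. Doses: one dose of 3 µM, 0.3% DMSO. Incubation: dye 1 h 37 °C plus 30 min RT. Measured by: intracellular calcium fluorescence with Fluo-8.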
TRPML3 ag: activates the human TRPML3 channel | activation, % at 3 µM | HEK293 TRPML3-YFP, Fluo-8 calcium fluorescence; 100% = the carbachol control signal | AID 1448 | hit rate 0.29% among 220,000 | Q8TDD5;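 active means activation above its plate's cutoff, the mean activation of the plate's test wells plus 3 SD, cut at about 12% in these data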;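 further: 0% = DMSO only wells and 100% = carbachol wells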
Target sequence (Q8TDD5 whole entry, looked up): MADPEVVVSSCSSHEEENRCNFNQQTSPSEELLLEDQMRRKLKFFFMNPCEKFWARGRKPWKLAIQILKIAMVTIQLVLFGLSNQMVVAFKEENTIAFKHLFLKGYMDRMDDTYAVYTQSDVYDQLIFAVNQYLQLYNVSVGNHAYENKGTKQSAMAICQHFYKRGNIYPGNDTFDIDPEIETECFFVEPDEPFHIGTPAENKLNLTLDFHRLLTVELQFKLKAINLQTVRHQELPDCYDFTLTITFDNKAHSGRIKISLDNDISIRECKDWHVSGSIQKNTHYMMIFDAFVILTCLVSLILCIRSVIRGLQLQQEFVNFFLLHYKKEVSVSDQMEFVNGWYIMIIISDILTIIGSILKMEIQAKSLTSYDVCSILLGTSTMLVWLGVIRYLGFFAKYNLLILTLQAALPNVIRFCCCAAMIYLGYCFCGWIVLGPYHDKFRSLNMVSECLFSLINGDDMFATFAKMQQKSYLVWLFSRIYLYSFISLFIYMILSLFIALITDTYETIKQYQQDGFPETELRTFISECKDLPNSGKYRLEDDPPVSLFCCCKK
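Test system: TRPML3-YFP stable HEK293 cells. Doses: single point at 3 µM. Incubation: dye loading 1 h 37 °C then 30 min ambient, 125 s read. Signal: Fluo-8 calcium dye fluorescence, ex 470-495, em 515-575 nm. Measure: percent activation from peak-to-basal fluorescence ratio, scaled between DMSO and carbachol.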
m-calpain inh: inhibitors of pig calpain II; purified calpain II, fluorogenic peptide substrate, 30 min; inhibition, % at 16 µM; hit rate 0.37% among 220,000;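 active means inhibition above about 50%, limit read from the data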
PERK inhibitor: inhibitors of human PERK kinase; Q9NZJ5; CHO PERK-DD fusion, SEAP luminescence translation reporter; inhibition, % at 5.6 µM; hit rate 0.17% among 220,000; AID 1416;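 active means inhibition above the mean inhibition of all tested compounds plus 3 SD, set separately per screening campaign, cut at about 2.9% in these data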;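 further: PERK kinase domain activated by AP20187 dimerizer at 100 nM; 0% = DMSO with dimerizer and 100% = rapamycin at 8.4 µM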
S1P4 ag: agonists of human S1P4 receptor. O95977. S1P4-expressing cell line, agonist reporter assay. activation, % at 4.98 µM. hit rate 0.35% among 220,000. AID 1509; in the data active means activation above about 11%;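 further: 0% = DMSO vehicle and 100% = reference agonist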
Target sequence (O95977 whole entry, looked up): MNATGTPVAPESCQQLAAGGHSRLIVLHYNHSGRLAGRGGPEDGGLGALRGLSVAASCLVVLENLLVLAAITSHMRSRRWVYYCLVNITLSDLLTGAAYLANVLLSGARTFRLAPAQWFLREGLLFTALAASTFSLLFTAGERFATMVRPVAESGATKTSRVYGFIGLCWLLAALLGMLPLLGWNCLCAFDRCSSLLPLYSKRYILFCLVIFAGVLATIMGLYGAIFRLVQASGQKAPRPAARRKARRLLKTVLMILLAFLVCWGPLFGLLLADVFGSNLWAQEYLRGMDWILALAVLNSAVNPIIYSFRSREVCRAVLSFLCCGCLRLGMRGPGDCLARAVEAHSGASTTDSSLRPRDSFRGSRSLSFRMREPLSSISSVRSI
EP2 mod: modulates human prostaglandin E2 receptor EP2 signaling. hit rate 0.83% among 260,000. induction, % at 25 µM. EP2-expressing cells, cAMP HTRF FRET, PGE2 co-stimulation. AID 940;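 active means compounds whose cAMP rise, as percent of the full-agonist control response, exceeds 60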;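 further: rat C6 glioma line stably carrying human EP2 under a CMV promoter; the protocol text gives 20 µM as final concentration; 100% = response of wells given 1 µM PGE2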
S1P4 antagonist: antagonists of human S1P4 receptor | S1P4-expressing cells, antagonist mode, reporter read-out | inhibition, % at 4.98 µM | AID 1510 | O95977 | hit rate 0.26% among 220,000; in the data active means inhibition above about 29%;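 further: 0% = wells stimulated with agonist and 100% = vehicle wells without agonist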
* = called active by the depositor; & = joins results of further samples.

SMILES | BaF3 parental | Ba/F3 V617F tox | zfTRPN1 agonist | TRPML3 ag | m-calpain inh | PERK inhibitor | S1P4 ag | EP2 mod | S1P4 antagonist
O=C(COC(=O)COc1cccc2ccccc12)NCC(F)(F)F | 10 | -1 | -0.4 | 0.0 | -9 | 0.9 | 0.2 | -4 | -7
Cc1ccccc1C(=O)N1CCc2ccccc2C1 | 1 | 3 | -0.8 | 0.0 | -2 | -1.2 | 0.1 | 1 | -1
CC(C)OCCCNC(=O)C1CC(=O)N(C2CCCCCCC2)C1 (centres undefined) | 1 | 2 | 1.6 | 0.6 | 9 | 0.2 | -1.1 | 10 | -4
C#CCNC(=O)C1CCN(c2ccc(S(=O)(=O)N3CCOCC3)cc2Cl)CC1 | 4 | -3 | 1.0 | 0.6 | -25 | 0.3 | 1.8 | 9 | -24
Cc1nc(S(=O)(=O)c2ccc(Br)cc2)nc2c1CCC2 | 4 | 1 | 0.2 | -0.1 | -12 | 0.5 | -1.5 | 12 | -2
COc1ccc(/C=N/NC(=O)c2cccc([N+](=O)[O-])c2)cc1OS(=O)(=O)c1ccccc1 | 5 | 1 | 0.5 | -0.1 | -62 | -1.4 | -1.4 | -7 | -27
S=C(Nc1cc(Cl)ccc1Cl)Nn1cnnc1 | -3 | 0 | 1.6 | 1.0 | -22 | 0.4 | -0.7 | -9 | -18
Nc1nc2ccccc2n1/N=C/c1ccc([N+](=O)[O-])s1 | 4 | 2 | 0.4 | 1.0 | 12 | 0.1 | -0.1 | -23 | -2
CCc1[nH]c(C)c(C(C)=O)c1C | 2 | 1 | 1.9 | 1.0 | -9 | 0.1 | 0.1 | 19 | -4
CC1(C)C(C=C(Cl)Cl)C1C(=O)N(Cc1ccccc1Cl)C1CCS(=O)(=O)C1 (centres undefined) | 1 | -2 | -1.4 | 0.1 | 13 | -0.4 | 0.8 | 36 | -4
COc1ccc(CCNC(=O)C2CCCN2C(=O)NC2CCCCC2)cc1OC (centres undefined) | 3 | 4 | 0.4 | 0.5 | -18 | -1.7 | -1.4 | -17 | -39
O=C(CSc1ncn[nH]1)Nc1nc(-c2ccccc2)cs1 | 3 | -1 | 1.5 | 0.8 | -86 | 0.7 | 0.3 | -13 | -10
CN(C)S(=O)(=O)c1cccc(NC(=O)COC(=O)CCC(=O)c2cccs2)c1 | 10 | 3 | 1.6 | 1.9 | -12 | 0.7 | -0.9 | -3 | -16
Cc1cccc2sc(NC(=O)CSc3nc4ccccc4o3)nc12 | 2 | 0 | 1.3 | 0.8 | 41 | 0.3 | -1.8 | -51 | 4
Cc1ccc(CN2CCN(CCCn3cccn3)CC2CCO)cc1 (centres undefined) | 4 | -2 | -1.1 | 1.0 | -15 | 0.2 | -0.7 | -6 | -6
C=CCC(C(=O)OC)(C(=O)OC)c1ccc(C(F)(F)F)cc1[N+](=O)[O-] | 1 | 0 | -0.9 | 0.9 | -10 | 1.0 | 0.7 | 36 | -9
Cc1ccc(SCc2cc(=O)[nH]c(N3CCN(Cc4ccccc4)CC3)n2)cc1 | -3 | 0 | -0.4 | 0.5 | -11 | -0.6 | 0.0 | 31 | 9
CCN(CC)c1nc2n(c(=O)n1)CCO2 | 2 | -3 | 1.2 | 0.4 | 24 | 1.4 | 0.2 | 22 | -2
CCC(C)NC(=S)N(CCc1ccccc1)Cc1cc2cc(OC)c(OC)cc2[nH]c1=O (centres undefined) | 5 | 2 | -0.7 | 0.3 | -48 | -0.8 | 2.3 | 2 | 4
COc1ccc(/C=C/C(=O)Nc2nc(N)n(-c3ccccc3)n2)cc1 | 7 | -2 | 1.2 | 0.6 | 0 | 0.0 | -2.4 | 2 | -14
CCOC(=O)c1c(CNCCN(CC)CC)n(C)c2cc(Br)c(OC)cc12 | 7 | 7 | -0.1 | 0.0 | -3 | -2.2 | 1.4 | -11 | 3
CCOC(=O)N1CCN(C(=O)CSc2nnc(COc3ccccc3)o2)CC1 | 2 | 0 | 0.8 | -0.1 | 9 | -0.4 | 1.0 | 6 | 0
COc1ccc(-n2nc3c(c2NC(=O)Cc2cccc(C)c2)CS(=O)C3)cc1 (centres undefined) | 7 | -1 | -0.7 | 0.3 | 4 | -0.6 | -1.0 | 24 | -12
O=C(Nc1ccccc1)/C(=C\c1ccc2c(c1)OCO2)NC(=O)c1ccco1 | 4 | 4 | -0.1 | 0.1 | 23 | -1.1 | -3.0 | -7 | 5
CCOC(=O)c1c(NC(=O)COC(=O)c2cc(OC)c(OC)cc2[N+](=O)[O-])sc(C)c1CC | 5 | -2 | -0.8 | 0.3 | -26 | 0.8 | 0.0 | 30 | -21
O=C(Nc1nnc(CCN2CCCCC2)s1)C1CCCCC1 | 4 | -4 | -0.8 | 0.6 | 6 | 2.4 | 2.9 | -23 | -4
CCOC(=O)c1sc(N(C)C)nc1-c1ccccc1 | 1 | -3 | -0.3 | -0.1 | -15 | 0.8 | 0.0 | 21 | 17
COc1ccccc1NC(=O)NCCN1CCNC1=O | 1 | 2 | 0.3 | 0.3 | 1 | 0.7 | 0.9 | -20 | 9
CCN(CC)c1ccc(/C=C(\C#N)c2nc(-c3cccs3)c(NC(C)=O)s2)cc1 | 0 | -2 | 22* | 29* | -4 | -0.5 | 0.0 | -4 | 5
COc1ccc(C2NC(c3ccc(OC)cc3OC)C(C)C(=O)C2C)c(OC)c1 (centres undefined) | 1 | 0 | -0.4 | -0.3 | -29 | -0.2 | 0.1 | 41 | -11

Random excerpt: six records from the list, in no set order.
SMILES | BaF3 parental | Ba/F3 V617F tox | zfTRPN1 agonist | TRPML3 ag | m-calpain inh | PERK inhibitor | S1P4 ag | EP2 mod | S1P4 antagonist
CCOC(=O)c1sc(N(C)C)nc1-c1ccccc1 | 1 | -3 | -0.3 | -0.1 | -15 | 0.8 | 0.0 | 21 | 17
COc1ccc(C2NC(c3ccc(OC)cc3OC)C(C)C(=O)C2C)c(OC)c1 (centres undefined) | 1 | 0 | -0.4 | -0.3 | -29 | -0.2 | 0.1 | 41 | -11
CCOC(=O)N1CCN(C(=O)CSc2nnc(COc3ccccc3)o2)CC1 | 2 | 0 | 0.8 | -0.1 | 9 | -0.4 | 1.0 | 6 | 0
CCOC(=O)c1c(CNCCN(CC)CC)n(C)c2cc(Br)c(OC)cc12 | 7 | 7 | -0.1 | 0.0 | -3 | -2.2 | 1.4 | -11 | 3
CCN(CC)c1nc2n(c(=O)n1)CCO2 | 2 | -3 | 1.2 | 0.4 | 24 | 1.4 | 0.2 | 22 | -2
COc1ccc(-n2nc3c(c2NC(=O)Cc2cccc(C)c2)CS(=O)C3)cc1 (centres undefined) | 7 | -1 | -0.7 | 0.3 | 4 | -0.6 | -1.0 | 24 | -12

The list continues.
SMILES | BaF3 parental | Ba/F3 V617F tox | zfTRPN1 agonist | TRPML3 ag | m-calpain inh | PERK inhibitor | S1P4 ag | EP2 mod | S1P4 antagonist
COc1cccc(NC(=O)COC(=O)C2CCN(S(=O)(=O)c3cccs3)CC2)c1 | 8 | 0 | 2.5 | 1.2 | -24 | 0.3 | 1.3 | -24 | -13
c1ccc(CNc2cnccn2)cc1 | 0 | -4 | 0.1 | 0.2 | -316 | 1.6 | 1.4 | 19 | -19
Cc1c(Cl)cccc1NC(=O)CSc1ncnc2c1cnn2CCc1ccccc1 | 2 | 0 | -0.8 | 3.2 | 21 | 0.3 | -1.6 | -8 | 5
CN(C)CCNC(=O)CCCNC(=O)Cn1cnc2sc3c(c2c1=O)CCCC3 | 3 | -2 | -0.9 | 0.3 | -22 | 1.4 | 0.8 | 18 | -12
Cc1cc(C)nc(N2CCN(C(=O)CCC(=O)Nc3nnc(C(C)C)s3)CC2)n1 | 0 | 3 | 1.6 | 0.1 | 13 | -0.4 | -0.3 | -29 | 14
CCOC(=O)C1CCN(S(=O)(=O)c2ccc3c4c(cccc24)C(=O)N3)CC1 | 11 | 3 | 2.9 | 0.8 | -387 | 0.1 | 1.1 | 2 | -22
CCOc1ccccc1NC(=O)CN1C(=O)CSC(C)C1=O (centres undefined) | 6 | 0 | 0.6 | 0.5 | 4 | 0.5 | 2.3 | -21 | -9
CC(=O)CCc1c(C)c2cc(C)ccc2[nH]c1=O | 4 | 3 | -1.0 | -0.8 | -53 | -0.5 | -1.1 | 2&-25 | 4
Clc1ccccc1CN1CCN(/N=C/C=C\c2ccco2)CC1 | 4 | -2 | -1.4 | 0.7 | -8 | 0.3 | -1.5 | -73 | 14
CCOC(=O)CC(=O)Nc1ccc(Br)cc1C(=O)O | 6 | 3 | 1.1 | 0.1 | -11 | 0.0 | -0.4 | 12 | 2
CC(=O)Nc1ccc(S(C)(=O)=O)c(C)c1 | 1 | -2 | 1.0 | 1.0 | -6 | 0.9 | 0.5 | 12 | -13
Cc1[nH]n(-c2ccccc2)c(=O)c1/C=N/N(C)c1ccccc1 | 3 | -1 | -0.8 | 1.0 | 21 | 1.2 | 0.7 | -12 | -22
CN(c1ccc(C(=O)NCCSC(C)(C)C)cc1)S(=O)(=O)c1ccccc1 | 9 | 2 | 2.4 | 2.5 | -13 | 0.6 | 0.1 | -34 | -12
COc1ccc(OCc2cccc(C(=O)Nc3cc(C)on3)c2)cc1 | 1 | 1 | -1.1 | -1.1 | -12 | -0.6 | 1.8 | -1 | 17
Cc1c(CC(=O)Nc2ccc(Cl)cc2)sc2ccc(Cl)cc12 | 1 | -3 | 1.9 | 1.0 | -31 | 1.4 | 2.2 | -90 | -9
COc1cc(C2c3c(-c4cc(Cl)c(C)cc4O)n[nH]c3C(=O)N2Cc2cccnc2)ccc1O (centres undefined) | 6 | 0 | 2.6 | 0.5 | -112 | 1.5 | -0.7 | 12 | 19
COc1ccccc1-n1c(SCC(=O)NC(C)(C)C)nc(O)c(Cc2ccccc2)c1=O | 3 | 2 | -0.5 | -0.3 | 10 | 0.8 | -0.1 | 13 | -16
O=C(NCc1ccccc1F)C1CCN(C(=O)c2sccc2-n2cccc2)CC1 | 11 | 0 | 0.7 | 0.7 | 3 | 0.5 | 0.3 | -8 | -22
Cc1ccc(NC(=O)C2CCCN2S(=O)(=O)c2ccc3c(c2)CCC(=O)N3)cc1Cl (centres undefined) | 9 | 5 | 3.5 | 1.7 | 15 | -0.6 | 1.1 | -34 | -10
C/C(=N\Nc1cc(C)nc(-c2ccccc2O)n1)c1ccccc1 | 2 | -4 | -1.0 | -0.3 | -24 | -0.5 | -0.8 | 11 | 16
CCc1ccc(NC(=S)Nc2cc(OC)c(NC(=O)C(C)C)cc2OC)cc1 | 9 | 2 | 2.0 | 1.3 | -14 | -0.2 | 0.2 | -18 | -3
COc1cc(C(=O)ON=C2C(C)=CC(=O)C=C2C)cc(OC)c1OC | 2 | 1 | 1.8 | 0.4 | 1 | 1.4 | 1.3 | 7 | 10
COc1ccc(NC(=O)c2cc3c(-c4ccc(OC)c(OC)c4)nn(C)c3s2)cc1OC | 3 | 3 | 0.6 | 0.5 | -102 | -2.1 | 1.8 | -27 | -12
